# Bioassay records (PubChem)
# pCIP destab: p/CIP protein destabilization | AID 1984 | decrease of EGFP signal, % at 10 µM | 290,000 compounds, 0.01% hits | F442A p/CIP-EGFP cells, EGFP fluorescence, 16 h;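 active = EGFP signal decrease of at least 30% at 10 µM or well 3 SD below plate mean, unless failing retest; inactive = the rest, including hits failing retest or dose response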; also: some compounds called inactive have numbers as strong as hits; many of its hits are not listed in these tables
# VIM-2 inh: inhibitors of Pseudomonas aeruginosa VIM-2 metallo-beta-lactamase | 290,000 compounds, 0.89% hits | purified VIM-2, nitrocefin hydrolysis, epi-absorbance fluorescence | inhibition, % at 5.6 µM;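 active = inhibition above the mean of all tested compounds plus 3 SD, cutoff set per screening run, cut at about 7.5% in these data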;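 also: red hydrolysis product quenches plate fluorescence so inhibitors raise well fluorescence; 0% = enzyme with DMSO and 100% = DMSO without enzyme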
# SUMO HTRF inh: inhibitors of human SUMOylation (UBC9) | P63279 | HTRF SUMOylation assay, SAE1/SAE2 + UBC9, in vitro | inhibition, % at 35 µM | 290,000 compounds, 0.36% hits; in the data active = inhibition above about 50%, passing the limit was not always enough; also: strong numbers were not always called active
# Target sequence (P63279 whole entry, looked up): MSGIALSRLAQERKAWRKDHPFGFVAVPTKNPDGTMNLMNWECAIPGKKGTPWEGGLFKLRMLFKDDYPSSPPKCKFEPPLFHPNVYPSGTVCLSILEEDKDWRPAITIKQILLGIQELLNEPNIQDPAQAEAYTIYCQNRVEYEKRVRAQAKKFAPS
# IDE inh: cellular human IDE inhibition; HEK cells, FAbetaB cleavage, fluorescence polarization; inhibition, % at 5.59 µM; 320,000 compounds, 0.41% hits;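 active = percent inhibition above the average of all tested compounds plus 3 SD, set per screening campaign, cut at about 16% in these data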;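 also: IDE supplied by intact live HEK cells; FP after avidin binding of uncleaved biotin substrate so inhibition keeps polarization high; 0% = DMSO wells and 100% = 60 µM reference IDE inhibitor Ii1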
# HCV NS3 hel inh: blocks Hepatitis C virus NS3 helicase unwinding; inhibition, % at 10.9 µM; AID 1800; NS3 helicase DNA unwinding, Cy5 molecular beacon fluorescence; 290,000 compounds, 0.56% hits;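 active = inhibition above the mean of all tested compounds plus 3 SD, set per campaign, cut at about 35% in these data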;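 also: 0% = DMSO wells and 100% = thioflavine S control wells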
#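 Material: hepatitis C virus NS3 helicase domain fragment enzyme; measured by: Cy5 fluorescence, 0 and 60 min reads; control set: DMSO and thioflavine S; incubation: 60 min unwinding reaction at 25 °C after ATP addition; read-out basis: % inhibition from 60/0 min fluorescence ratio, DMSO 0%, thioflavine S 100%; repeats: singlicate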
# IMP-1 inhibitor: blocks Pseudomonas aeruginosa IMP-1 metallo-beta-lactamase | inhibition, % at 5.6 µM | purified IMP-1, nitrocefin hydrolysis, epi-absorbance fluorescence | 290,000 compounds, 0.45% hits;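 active = inhibition above the mean plus 3 SD of all compounds in the same screening run, cut at about 4.5% in these data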;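 also: 0% = IMP-1 with DMSO and 100% = DMSO wells lacking enzyme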
#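 System: purified IMP-1 / Input: IMP-1 dispensed at 0.2 nM / Medium: 50 mM HEPES pH 7.1, 50 µM ZnSO4, 0.05% Brij 35 / Timing: 15 min enzyme–compound preincubation, then 25 min nitrocefin reaction, 25 °C / Technique: plate fluorescence quenching by hydrolysis product, ex 480/em 530 nm / Repeats: singlicate testing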
# FID counter: displaces DNA intercalator in HCV helicase counter-screen; DNA fluorescent intercalator displacement, fluorescence; inhibition, % at 7.9 µM; 290,000 compounds, 0.17% hits; in the data active = inhibition above about 37%;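 also: 0% = vehicle and 100% = reference compound; higher means more ethidium bromide displaced from hairpin DNA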
# PfM18AAP inh: blocks P. falciparum M18 aspartyl aminopeptidase | AID 1822 | inhibition, % at 7.35 µM | recombinant PfM18AAP, H-Glu-NHMec fluorogenic cleavage | 290,000 compounds, 1.2% hits;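 active = inhibition above the campaign mean inhibition over all tested compounds plus 3 SD, cut at about 28% in these data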;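 also: 0% = plate median of test compound wells and 100% = 2 mM ZnCl2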
# IDE act: IDE (human) activation, cell-based | HEK cells, FAbeta-B cleavage, fluorescence polarization; 0% vehicle, 100% cell-free pure enzyme wells | activation, % at 5.96 µM | 340,000 compounds, 0.073% hits;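 active = activation above the mean of all tested compounds plus 3 SD, set per screening campaign, cut at about 17% in these data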
# Numbers without * were called inactive; . = no result given.
SMILES,pCIP destab,VIM-2 inh,SUMO HTRF inh,IDE inh,HCV NS3 hel inh,IMP-1 inhibitor,FID counter,PfM18AAP inh,IDE act
CC(C)(C)c1nnc(NC(=O)C2CC(=O)N(CCc3ccc(F)cc3)C2)s1 (configuration not stated),-14,-1.4,7,2,4,-3.1,-39,19,0
CS(=O)(=O)N(CC(=O)Nc1ccccc1C(=O)N1CCOCC1)c1cccc([N+](=O)[O-])c1,6,-1.0,-6,3,4,-2.6,-1,0,9
Cc1ccccc1N(C(=O)Cc1cccs1)C(C(=O)NCC1CCCO1)c1cccnc1 (configuration not stated),5,0.0,-15,-2,1,-2.0,-27,2,-1
O=C(NCc1ccc2c(c1)OCO2)c1ccc(Cl)s1,-7,-3.8,12,0,3,-1.7,-3,-7,0
Cc1ccc(S(=O)(=O)N2CCCCC2C)cc1[N+](=O)[O-] (configuration not stated),-25,-2.2,15,-3,6,-1.7,0,-13,5
CC1CCCCN1C(=O)C12CCC(C)(/C(=N/O)C1)C2(C)C (configuration not stated),-4,-0.3,-1,1,2,0.8,-8,-20,-2
O=C(Cc1c(F)cccc1Cl)N1CCCC1,-2,-0.5,3,4,1,-0.2,-5,-6,1
CC(C(=O)N(C)C1CCS(=O)(=O)C1)N1C(=O)/C(=C/c2ccc(F)cc2)SC1=S (configuration not stated),-14,-1.5,8,4,10,-4.4,-65,14,-5
Cc1ccc2oc(-c3cccc(NC(=S)NC(=O)c4cccs4)c3)nc2c1,-10,-2.0,6,3,3,-4.6,-1,-9,6
COc1cc2c(cc1OC)CN(C(=O)CCNS(=O)(=O)c1ccccc1F)CC2,-4,-1.1,2,1,0,-3.1,-22,0,6
O=C(c1ccc(S(=O)(=O)N2CCOCC2)cc1)N1CCN(S(=O)(=O)c2ccc(Cl)s2)CC1,-2,-1.2,17,-1,-6,-2.8,-5,-10,-2
Cc1ccc(S(=O)(=O)N2CCCC2C(=O)NCCc2nc3ccccc3[nH]2)cc1 (configuration not stated),4,-3.1,-6,-4,8,-2.4,-16,-5,5
O=S(=O)(Nc1ccc2c(c1)OCCO2)c1c(F)cccc1F,-10,-5.0,11,-1,3,-4.3,-2,3,1
COc1ccccc1CNC(=O)COC(=O)Cc1ccc(Cl)cc1,6,-2.0,-2,1,-3,0.6,-22,-5,-5
O=C(Nc1cccc(C(F)(F)F)c1)c1cccnc1N1CCN(CCO)CC1,-2,-3.4,-3,0,-5,-3.4,8,-6,6
COc1ccccc1/C=C/C(=O)NCC(=O)N/N=C(/C)c1ccc(Cl)cc1,1,-2.9,30,10,-24,-2.0,-24,0,-10
CCCCOC(=O)Cn1c(=N)n(CCN(CC)CC)c2ccccc21,-6,-2.5,-5,3,-3,0.5,2,-8,5
Cc1ccc(C(=O)N2N=C(c3ccc(NS(C)(=O)=O)cc3)CC2c2cccs2)cc1 (configuration not stated),-1,-1.3,4,-2,-10,-2.4,-20,8,4
COc1ccc(-n2nc(C(=O)NCC(=O)N3CCOCC3)c3ccccc3c2=O)cc1OC,-6,-3.1,13,0,6,-2.3,-23,-9,2
CC(=O)c1ccc(OCCCC(=O)Nc2cc(Cl)ccc2-n2cncn2)cc1,-9,0.1,16,1,-13,0.1,-18,-19,4
COc1ccc(OCCSc2nc(C)nc3ccccc23)cc1,2,-1.4,1,-1,-4,-2.1,-9,0,5
CCc1ccc(NC(=O)Cc2ccc(OC)cc2)cc1,-4,-2.0,7,6,0,0.1,-8,-9,.
O=C(CSCc1c(Cl)cccc1Cl)NN=C1CCCC1,-13,-2.0,4,1,-3,-2.8,-3,-7,1
O=C(N/N=C/c1cccc(O)c1)c1ccc(COc2ccccc2Br)cc1,-14,-2.8,-42,8,-16,-1.7,-8,-1,-2
COc1cccc(/C=N/NC(=O)CNC(=O)COc2ccccc2)c1O,-4,-2.6,4,-3,5,-4.5,-13,9,-5

# More compounds follow.
SMILES,pCIP destab,VIM-2 inh,SUMO HTRF inh,IDE inh,HCV NS3 hel inh,IMP-1 inhibitor,FID counter,PfM18AAP inh,IDE act
N#CCSc1nc2ccc(N3CCCCC3)cc2c(=O)n1Cc1ccccc1,-14,-4.4,11,4,15,-1.5,-9,1,1
COc1ccc(-n2ncc3c(NCc4ccco4)ncnc32)cc1,-14,-2.4,11,1,0,-0.6,-9,3,0
Cc1ccnc(NS(=O)(=O)c2ccc3ccccc3c2)n1,-6,0.0,3,3,8,0.1,-3,-1,-2
CC(NC(=O)C1CCC(CNc2c(N3CCCCC3)c(=O)c2=O)CC1)c1ccccc1 (configuration not stated),-6,-1.2,22,-1,-7,-1.3,-31,-1,6
Cc1cc(NC(=O)c2c(F)cccc2F)n(-c2nc3ccccc3[nH]2)n1,-4,-2.9,-151,-12,1,-3.9,-5,3,-1
COC(=O)c1ccc(/C=N/OCC(=O)NC2CCCCCCC2)cc1,11,0.1,-4,4,-4,1.5,-15,-13,4
CN(C)C(=O)c1ccc(NC(=O)c2cncc(Br)c2)cc1,-3,0.4,4,6,-5,-0.6,-1,-10,0
O=C(Nc1cccc(NC(=O)c2ccccc2F)c1)c1ccccc1,3,-2.8,6,6,-3,-1.4,-14,4,-1
COc1cccc(NC(=O)COC(=O)CCOc2ccccc2OC)c1,-4,-1.9,5,-4,-3,-2.4,-15,1,8
Oc1c(CN2CCN(c3ccc(F)cc3)CC2)cc(Cl)c2cccnc12,-12,-1.9,-1,11,-7,-3.4,-6,15,3
COc1ccnc(N=CNOCc2cccc(C(F)(F)F)c2)c1C#N,-2,-2.0,-5,7,2,-3.4,-1,-15,8
Cc1ccc2c(c1)-c1[nH]c(=S)ncc1CS2,-4,-2.9,7,19*,15,-0.8,-4,-2,-12
COc1ccc(NC(=O)C23CC4CC(C2)CC(n2cnc(Br)n2)(C4)C3)c(OC)c1,-10,-2.6,10,13,-3,-2.7,-28,-2,0
Cc1cc(Br)ccc1OCC(=O)NNC(=O)Cc1ccccc1,-2,-1.8,-4,1,7,0.1,-12,1,-3
O=C(NC(=S)Nc1ccc([N+](=O)[O-])cc1O)C1CCCCC1,8,-2.2,-15,-3,2,1.0,2,19,5
COCCNC(=O)C(c1cccs1)N(Cc1cccs1)C(=O)Cn1nnc2ccccc21 (configuration not stated),-6,0.5,16,4,16,4.6*,-34,9,2
Cc1ccccc1C(=O)Oc1cccc(Nc2ncnc3ccccc23)c1,.,-3.3,.,1,11,-2.9,-6,-3,-2
Cc1ccc(SCc2[nH]nc3c2C2(C(=O)N(C)c4ccccc42)C(C#N)=C(N)O3)cc1 (configuration not stated),0,-3.5,-5,3,-8,-3.4,-48,-3,11
Cc1cccc(N2CCN(C(=O)c3ccc4c(c3)c(C)c(C)n4C)CC2C)c1 (configuration not stated),-12,-2.6,-5,10,2,-2.5,-51,-3,-6
Cc1ccc(C2CC(c3ccc(Cl)cc3)=NNC2=O)cc1 (configuration not stated),-14,-3.4,-5,-2,-4,-0.6,-12,-10,4
C/C(=N\Nc1nccnc1Cl)c1c(F)c(F)c(F)c(F)c1F,-9,-1.1,-8,-2,4,-2.6,-16,-2,3
CCOC(=O)C1=C(COC(=O)Cc2ccc(Br)cc2)NC(=O)NC1C (configuration not stated),-21,1.9,-2,-2,-7,-0.5,-35,-9,2
C=CCOc1cccc(C2C(C(=O)c3ccc(C)o3)=C(O)C(=O)N2c2nccs2)c1 (configuration not stated),-37,4.3,13,-2,9,1.3,-14,-5,6
CCOC(=O)CSc1nc2cccnc2n1-c1ccc(F)cc1,-9,-0.8,6,2,-6,-1.9,-7,1,-1
C/C(CC(=O)Nc1ccc2ccccc2c1)=N\NC(=O)c1ccc(O)c(O)c1,-1,-5.2,-25,7,9,-4.7,-5,68*,3

# Additional entries
SMILES,pCIP destab,VIM-2 inh,SUMO HTRF inh,IDE inh,HCV NS3 hel inh,IMP-1 inhibitor,FID counter,PfM18AAP inh,IDE act
O=C(NC(c1ccccc1)c1c(O)ccc2ccccc12)c1ccccc1Cl (configuration not stated),1,-8.6,-44,0,2,-2.0,-7,5,8
NC(=O)Cn1nnc(-c2ccccc2NC(=O)c2cnccn2)n1,2,-2.6,7,-3,1,-4.9,-3,-5,4
COCCNC(=O)c1ccc(CS(=O)(=O)c2c(Cl)cccc2Cl)o1,-2,0.9,12,1,-4,-3.9,0,-3,3
CCOC(=O)[C@@H]1[C@H]2COc3ccccc3[C@@H]2N2C(=O)N(c3ccc(Cl)cc3)C(=O)[C@@]12C,-5,-1.6,-2,-7,-2,-2.3,-29,-4,1
CCCCc1nc2cc(C(=O)N3CCNC(=O)C3)ccc2o1,4,-3.1,-17,0,-3,-3.6,-9,2,-2
COc1ccc(CCNC(=O)c2ccc(CNS(=O)(=O)c3cccc(Cl)c3)cc2)cc1OC,-7,1.0,-12,0,-18,-2.3,-31,-7,0
OCC1(Cc2ccccc2)CCN(CCCC2CCCC2)CC1,-8,-3.2,9,-5,-8,-1.6,20,-5,8
COc1ccc(N2CCN(C(=O)CC(C)S(=O)(=O)c3ccc4c(c3)NC(=O)CO4)CC2)cc1 (configuration not stated),-5,-0.4,3,-2,0,-0.7,-39,0,7
C=CCn1c(SCCCc2ccccc2)nc2c1c(=O)[nH]c(=O)n2C,-12,0.6,4,-1,-11,-0.3,-29,-3,-1
CCOCCSc1n[nH]c(=O)n1CCc1ccccc1,-16,-1.4,16,6,-7,-2.5,-10,2,6
CCC(C)N(C(=O)c1csnn1)C(C(=O)NC1CCCC1)c1ccc(F)cc1 (configuration not stated),-22,-1.0,20,-1,-2,-1.0,-24,-12,1
CC(C)CCN1C(=O)c2ccc(C(=O)Nc3ccc(O)cc3C(=O)O)cc2C1=O,-4,-0.7,8,-13,7,-2.1,-4,-4,5
CC[C@H](C)[C@@H]1NC(=O)c2cc([N+](=O)[O-])cc(I)c2SC[C@@H](C(N)=O)NC(=O)[C@H](CCCCN)NC1=O,0,-5.2,11,0,-9,-3.1,18,-5,.
O=C1OC2(CCCCC2)OC(=O)C1=CNc1ccc2c(c1)OCO2,9,-1.2,2,5,4,-0.3,-1,0,0
CCn1c(C)cc(=S)c2ccccc21,-4,-5.8,11,2,-4,-3.5,2,4,7
Cc1ccc(NC(=S)NC2CCCCC2)cc1S(=O)(=O)N(C)C,3,-2.5,-2,4,-4,-1.8,-15,-2,-2
O=C(C(Sc1ccccc1)c1ccc(Br)cc1)N1CCOCC1 (configuration not stated),8,-1.1,-28,7,-6,-3.4,-14,-3,-7
COc1cccc(-c2c(C(=O)N/N=C/c3ccc(C)o3)nnn2-c2nonc2N)c1,-18,-2.2,12,-2,5,-0.3,-20,-2,2

# An excerpt from above in order of heavy-atom count, high to low:
SMILES,pCIP destab,VIM-2 inh,SUMO HTRF inh,IDE inh,HCV NS3 hel inh,IMP-1 inhibitor,FID counter,PfM18AAP inh,IDE act
CCOC(=O)[C@@H]1[C@H]2COc3ccccc3[C@@H]2N2C(=O)N(c3ccc(Cl)cc3)C(=O)[C@@]12C,-5,-1.6,-2,-7,-2,-2.3,-29,-4,1
C=CCn1c(SCCCc2ccccc2)nc2c1c(=O)[nH]c(=O)n2C,-12,0.6,4,-1,-11,-0.3,-29,-3,-1
NC(=O)Cn1nnc(-c2ccccc2NC(=O)c2cnccn2)n1,2,-2.6,7,-3,1,-4.9,-3,-5,4
